CHRM5 PAM: human M5 muscarinic receptor positive allosteric modulators, primary screen, CHO-K1 cells, Fluo-8 calcium fluorescence. Muscarinic acetylcholine receptor M5 (Homo sapiens), P08912. CHO-K1 hM5, ACh EC20 PAM; 0% = ACh EC20, 100% = ACh EC100. activation, % at 3 µM. actives 0.3% (n = 360,000);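 active = activation above the run cutoff, the mean activation of all test compounds plus 3 SD, cut at about 18% in these data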
Target sequence (P08912 whole entry, looked up): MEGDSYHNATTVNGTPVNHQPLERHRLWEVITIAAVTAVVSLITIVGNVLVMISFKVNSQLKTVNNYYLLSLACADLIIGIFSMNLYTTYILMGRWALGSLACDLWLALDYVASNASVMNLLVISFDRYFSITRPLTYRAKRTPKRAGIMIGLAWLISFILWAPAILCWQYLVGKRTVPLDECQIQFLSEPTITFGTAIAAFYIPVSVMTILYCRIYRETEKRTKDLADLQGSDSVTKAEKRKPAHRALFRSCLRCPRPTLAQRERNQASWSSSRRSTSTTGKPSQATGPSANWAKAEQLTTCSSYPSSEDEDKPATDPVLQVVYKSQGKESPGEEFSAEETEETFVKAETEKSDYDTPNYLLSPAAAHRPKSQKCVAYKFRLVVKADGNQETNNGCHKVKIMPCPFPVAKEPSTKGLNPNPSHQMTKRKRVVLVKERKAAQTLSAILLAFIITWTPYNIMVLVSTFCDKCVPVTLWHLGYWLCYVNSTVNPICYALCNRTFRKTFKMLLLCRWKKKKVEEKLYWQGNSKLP
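system = human M5 receptor in CHO-K1 cells | reagent = EC20 acetylcholine as agonist stimulus | compound dosing = single-point, 3 µM nominal | incubation = Fluo-8 loading 80 min at 37 °C plus 30 min room temperature | detection = Fluo-8 calcium dye fluorescence, kinetic read | benchmarks = low control EC20 acetylcholine (0%), high control EC100 acetylcholine (100%)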
CRFBP-R2 agonist: agonists of CRF-BP/CRF-R2 complex, primary screen, cell-based, HEK293, calcium dye fluorescence, uHTS | CRF-binding protein / CRF receptor 2 complex (human) | calcium dye fluorescence (FLIPR); percent of saturating CRF peptide response | activation, % at 13.2 µM | actives 0.46% (n = 350,000);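 active = activation of at least 50%, plus an integration ratio under a set limit after plate pattern correction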;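 note: plate controls were neutral control wells without compound for no effect and CRF at EC100 for full effect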
CHRM4 antagonist: human M4 muscarinic receptor antagonists, primary screen, CHO cells, Fluo-8 calcium fluorescence; Muscarinic acetylcholine receptor M4 (Homo sapiens), P08173; CHO-hM4 cells, ACh EC80; inhibition, % at 3 µM; actives 0.73% (n = 360,000); AID 624125, 2012;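 active = inhibition above its plate's cutoff, the mean inhibition of sample wells plus 3 SD, cut at about 27% in these data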;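 note: 0% = acetylcholine EC80 with DMSO and 100% = DMSO without agonist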
Target sequence (P08173 whole entry, looked up): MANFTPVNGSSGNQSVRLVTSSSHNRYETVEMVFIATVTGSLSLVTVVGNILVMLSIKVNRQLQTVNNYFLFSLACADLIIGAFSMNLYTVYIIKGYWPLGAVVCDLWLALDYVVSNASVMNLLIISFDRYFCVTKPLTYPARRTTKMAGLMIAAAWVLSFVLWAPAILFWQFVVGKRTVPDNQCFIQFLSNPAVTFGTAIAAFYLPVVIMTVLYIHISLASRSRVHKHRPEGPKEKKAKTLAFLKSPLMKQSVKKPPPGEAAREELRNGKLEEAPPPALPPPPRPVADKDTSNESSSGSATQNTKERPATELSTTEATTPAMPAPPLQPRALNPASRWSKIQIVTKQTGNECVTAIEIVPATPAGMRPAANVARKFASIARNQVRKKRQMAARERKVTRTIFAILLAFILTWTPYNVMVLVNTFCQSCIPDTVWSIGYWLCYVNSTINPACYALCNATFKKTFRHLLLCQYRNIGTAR
M1 PAM: human M1 muscarinic receptor positive allosteric modulators, primary screen, CHO-K1 cells, Fluo-8 calcium fluorescence, 1536-well; CHO-K1 hM1, ACh EC20; 0% = ACh EC20, 100% = maximal ACh; actives 0.088% (n = 360,000); activation, % at 3 µM; AID 588819, 2011; Muscarinic acetylcholine receptor M1 (Homo sapiens), P11229; in the data active = activation above about 19%, passing the limit was not always enough
CHRM4 agonist: human M4 muscarinic receptor agonists, primary screen, CHO-K1 cells, Fluo-8 calcium fluorescence; activation, % at 3 µM; Muscarinic acetylcholine receptor M4 (Homo sapiens), P08173; actives 0.14% (n = 360,000); CHO-K1 hM4/Gqi5; vehicle 0%, full acetylcholine response 100%;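 active = activation above the run mean over all test wells plus 3 SD, cut at about 32% in these data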;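 note: peak over basal fluorescence ratio per well then scaled between controls; 0% = DMSO wells and 100% = acetylcholine at EC100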
M5 antag: human M5 muscarinic receptor antagonists, primary screen, CHO cells, Fluo-8 calcium fluorescence; actives 0.59% (n = 360,000); CHO-hM5 cells, ACh EC80; inhibition, % at 3 µM;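 active = inhibition above a per-plate cutoff, the mean of that plate's test compounds plus 3 SD, cut at about 27% in these data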;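 note: 0% = acetylcholine EC80 with DMSO and 100% = DMSO without agonist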
CHRM4 PAM: human M4 muscarinic receptor positive allosteric modulators, primary screen, CHO-K1 cells, Fluo-8 calcium fluorescence | Muscarinic acetylcholine receptor M4 (Homo sapiens), P08173 | CHO-K1 hM4/Gqi5, ACh EC20; 0% = ACh EC20, 100% = maximal ACh | activation, % at 3 µM | actives 0.4% (n = 360,000) | AID 624126, 2012;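 active = activation above its plate's cutoff, the mean activation of sample wells plus 3 SD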; note: some results filed as inactive read as strong as hits
CHRM5 agonist: human M5 muscarinic receptor agonists, primary screen, CHO-K1 cells, Fluo-8 calcium fluorescence | Muscarinic acetylcholine receptor M5 (Homo sapiens), P08912 | CHO-K1 hM5 cells; 0% DMSO wells, 100% maximal acetylcholine response | activation, % at 3 µM | actives 0.19% (n = 360,000) | AID 624037, 2012;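 active = activation above the run's mean over test compounds plus 3 SD, cut at about 23% in these data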;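 note: signal is peak over basal fluorescence ratio across the kinetic read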
CRFR2-BP antag: antagonists of CRF-BP/CRF-R2 complex, primary screen, cell-based, HEK293, calcium dye fluorescence, uHTS. CRF-induced calcium fluorescence. AID 588475, 2011. actives 0.59% (n = 350,000). inhibition, % at 11.8 µM;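 active = inhibition of the ligand-induced calcium signal above about 50% at the single tested concentration, limit read from the data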
Starred values were filed as active, the others as inactive; / = no result given; & = joins results of further samples.

Compound	CHRM5 PAM	CRFBP-R2 agonist	CHRM4 antagonist	M1 PAM	CHRM4 agonist	M5 antag	CHRM4 PAM	CHRM5 agonist	CRFR2-BP antag
COc1cccc(N2CC(NC(=O)c3ccc4ccccc4c3)CC2=O)c1 (configuration not stated)	-1	-1.0	4	3	4	-2	3	0	1
COc1ccc(NC(=O)CS(=O)CC(=O)Nc2cc(Cl)ccc2OC)cc1 (configuration not stated)	-1	-1.4	5	7	1	-4	12	-1	12
COc1cccc(NC(=O)CN(C)C(=O)CN2C(=O)c3ccc([N+](=O)[O-])cc3C2=O)c1	0	-1.6	-5	9	1	-7	1	-2	18
Cc1ccc(NC(=O)CSc2nnc(CN3CCOCC3)n2-c2ccccc2)cc1	2	-3.9	-8	9	0	-8	7	-1	7
Cc1cc[n+](CC[n+]2ccc(C)cc2)cc1	4	-0.9	5	2	2	13	13	1	7
OC1COC(O)C(O)C1O (configuration not stated)	4	-1.0	5	-1	0	-6	1	0	16
CCOC(=O)C1(Cc2ccc(Cl)cc2)CCN(C(=O)C2CCCO2)CC1 (configuration not stated)	14	0.8	-4	3	1	-21	4	7	17
COc1ccc2cc(CCNC(=O)c3ccc(Br)o3)c(=O)[nH]c2c1	-2	-0.4	-3	3	6	4	1	1	-2
COc1ccccc1C(=O)C1CCCN(Cc2cccc(OCCO)c2)C1 (configuration not stated)	-1	-1.9	12	-8	1	1	-9	-24	6
CCOc1ccc(Br)cc1S(=O)(=O)NCc1ccc(S(N)(=O)=O)cc1	5	-4.6	2	2	2	-1	14	1	8
Cc1cc(Br)c(OCc2ccc(C(=O)N/N=C/c3ccc[nH]3)cc2)c(Br)c1	-6	-0.2	8	3	-1	8	10	1	12
Cc1ccccc1OC(=O)n1c(=S)oc2cc(Cl)ccc21	-5	2.9	-12	8	2	-1	4	-1	6
Cc1cc2nc3c(=O)[nH]c(=S)[nH]c3nc2cc1NC(=O)C(F)(F)F	5	17	-4	-3	12	2	-9	3	-5
CCOC(=O)c1ccccc1NC(=O)CN1C(=O)CCS(=O)(=O)c2ccccc21	0	-0.6	1	2	1	-4	-2	0	-5
CCCCCn1nc(C(=O)N(CC)c2c(N)n(CCCC)c(=O)[nH]c2=O)c2ccccc2c1=O	-3	0.5	-7	9	0	8	4	-2	2
CC(C)CS(=O)(=O)C1=NSC2=NC(=O)/C(=C\c3ccc(OC(=O)c4ccco4)cc3)C(=N)N21	10	-1.5	6	22	0	-9	12	-3	37
CC(C)OCC(O)Cn1c(N2CCCC2)nc2c1c(=O)[nH]c(=O)n2C (configuration not stated)	-3	2.6	-6	7	2	-4	7	2	11
COC(=O)C1(C(=O)OC)C[C@H](/C=C/c2ccccc2)N(Cc2ccccc2OC)[C@@H]1c1cccs1	-7&-2	/	-6&7	/	2&0	-13&6	11&-6	1&0	/
O=C(O)c1[nH]c2ccccc2c1C(c1cc(Cl)cc([N+](=O)[O-])c1O)c1c(C(=O)O)[nH]c2ccccc12	-4	-2.1	-5	-3	-1	9	-4	-2	-10
COCCCNC(=O)c1c[nH]c2ccc(S(=O)(=O)N3CCC4(CC3)OCCO4)cc2c1=O	1	-2.7	7	3	1	-1	-1	1	6
CCOC(=O)C(CC)(CC)C(=O)/C=C/c1cccc(Br)c1	-1	26	6	3	-1	1	4	-1	-10
COc1ccc(S(=O)(=O)N(C)C2CCN(C)CC2)cc1	-1	-1.7	1	-11	0	4	4	-1	6
COc1ccccc1OCC(=O)Nc1ccc(S(=O)(=O)Nc2onc(C)c2C)cc1	-6	-0.9	10	-1	1	6	-8	-1	-2
COc1ccc(C2OCC(C)(C)CO2)cc1OC	-1	1.8	2	2	1	7	0	3	1

Limited to CHRM4 agonist, CHRM4 antagonist and M5 antag, for two of the compounds above:
Compound,CHRM4 agonist,CHRM4 antagonist,M5 antag
COCCCNC(=O)c1c[nH]c2ccc(S(=O)(=O)N3CCC4(CC3)OCCO4)cc2c1=O,1,7,-1
CCOC(=O)C(CC)(CC)C(=O)/C=C/c1cccc(Br)c1,-1,6,1

Going on with the list:
Compound	CHRM5 PAM	CRFBP-R2 agonist	CHRM4 antagonist	M1 PAM	CHRM4 agonist	M5 antag	CHRM4 PAM	CHRM5 agonist	CRFR2-BP antag
COc1ccccc1-c1cccc(-c2nc(C(=O)Nc3nccs3)cc3c2[C@@H](CCO)N(C(=O)CC2CC2)C3)c1	-18	/	18	/	19	11	-12	7	/
COc1cc(C(=O)NNC(=O)c2nn(C)c(=O)c3ccccc23)cc(OC)c1OC	-3	0.1	-10	3	2	20	6	-4	-10
CCn1c2c(c3cc(OCC(C)C)ccc31)CCCC2=O	3	-1.1	12	-15	-1	-1	-5	0	-21
O=C(NC1CCCC1)C(c1ccsc1)N(CCc1ccccc1)C(=O)Cc1cccs1 (configuration not stated)	1	-1.2	8	3	0	2	-4	-1	-3
Cc1cc(/C=C2\SC(=Nc3ccc(N4CCOCC4)cc3)N(C)C2=O)c(C)n1-c1cccnc1	-3	0.6	-10	4	1	1	0	2	8
Cc1ccc(N2CCN(C(C(=O)Nc3c(C)cccc3C)c3cc4ccccc4o3)CC2)cc1 (configuration not stated)	9	/	-19	/	1	-14	2	-1	/
N#Cc1sc(=O)[nH]c1Cl	11	3.3	-1	1	1	2	11	1	2
CCC(=O)Nc1nnc(C(C)(C)C)s1	11	-0.2	-9	-1	0	-17	0	-8	11
COc1ccc(N(Cc2cc3cc(OC)ccc3[nH]c2=O)C(=O)C2CCCO2)cc1 (configuration not stated)	-2	0.2	-4	7	1	0	3	-1	-25
COc1ccc(CN2CC(=O)N(c3ccc(Cl)cc3)C2=S)cc1OC	-1	-4.2	1	6	11	-1	-3	-2	16
CCn1c(CN2CCOCC2)nnc1SCC(=O)Nc1ccccc1Cl	-5	-1.5	-2	-6	2	13	2	-3	-3
C/C(=N\Nc1ccc(S(N)(=O)=O)cc1[N+](=O)[O-])c1ccccc1O	1	-1.4	-5	3	1	2	-1	-1	-4
CN1C(=O)N(C)C2(c3ccccc3)N(C(C)(C)C)C(=O)NC12c1ccccc1 (configuration not stated)	-1	-4.5	7	5	0	-1	7	-1	-1
C(=NN1CCCCCC1)c1ccc2c(c1)OCO2	2	-2.3	-8	1	0	11	4	2	23
O=C(CSc1nnc(-c2ccccc2Cl)o1)N1CCCC1	-2	-0.1	-3	10	1	9	-8	-3	0
Cc1ccc(O)c(N=Nc2nccs2)c1	-2	-0.6	-12	3	1	1	9	-2	2
C=CCN(C(=O)c1csnn1)C(C(=O)NC1CCCCC1)c1ccc(C)cc1 (configuration not stated)	-2	-1.1	-20	7	2	5	8	-4	-3
Cc1cccc(NC(=O)COC(=O)c2ccccc2SCC(=O)N2CCCC2)c1	-5	-0.5	-1	-1	8	-1	-3	0	-11
CC(=O)c1cc(C(=O)c2ccccc2)sc1Nc1ccccc1	-4	4.3	-8	2	-1	-3	8	-1	-28
CCOC(=O)c1cc2c(ccn2C)n1CC(=O)N1CCC(C)CC1	1	-0.9	3	-1	1	0	1	-11	12
NC(=O)c1ccc(NC(=O)COc2ccc(-n3cnnn3)cc2)cc1	-7	-1.8	6	9	1	6	-1	4	1
COc1ccc(NC(=O)C(Cc2cc(C)cc(C)c2)C(C)C(=O)O)cc1 (configuration not stated)	-2	-1.0	-4	8	0	3	-4	-2	1
O=C(NCCc1ccc(Cl)cc1)c1ccc2nc(N3CCOCC3)sc2c1	-6	3.1	-2	-4	7	4	-4	4	-2
Cc1cc2oc(=O)cc(CN(C)Cc3cccc(F)c3)c2cc1C	0	-0.1	-2	-6	1	2	-6	-6	1
CCN1CCN(C(=O)c2cc(COc3ccc(C(C)=O)cc3OC)on2)CC1	-8	0.3	13	-9	0	25	-5	-6	-5
CCNc1sc(S(C)(=O)=O)nc1S(=O)(=O)c1ccc(Cl)cc1	2	-1.3	-3	9	2	9	0	-1	0
Cc1cc(=O)oc2c3c(cc(OCC(=O)N[C@@H](Cc4ccccc4)C(=O)O)c12)OC(C)(C)CC3	0	-1.1	-16	8	-1	-6	11	3	4
CCn1c(SCC(=O)N2CCN(c3cccc(Cl)c3)CC2)nc2ccccc2c1=O	2	-0.8	5	-4	1	3	1	-1	-1
Cc1ccc(S(=O)(=O)NC(C)C(c2cccs2)N2CCN(c3ccccc3)CC2)cc1 (configuration not stated)	-13	-4.3	15	-8	9	10	-7	-1	-12
O=C(COC(=O)c1cccnc1Nc1cccc(C(F)(F)F)c1)NC1CCS(=O)(=O)C1 (configuration not stated)	2	0.6	4	5	2	-2	3	2	5
Cc1ccc(S(=O)(=O)N2CCN(C(=O)c3ccc([N+](=O)[O-])cc3)C2)cc1	-4	0.2	-5	4	2	7	5	-1	10
CC(C)CN(C(=O)CN1CCN(c2ccccc2O)CC1)c1c(N)n(CC(C)C)c(=O)[nH]c1=O	7	4.7	-11	-2	0	-7	13	-2	3
S=C(c1ccccc1)N1CCN(c2ccccc2)CC1	-3	-2.7	-3	-2	2	13	2	-1	0
CC(C)Cc1ccc(C(C)NC(=O)c2ccc(=O)[nH]c2)cc1 (configuration not stated)	-13	28	9	1	22	10	-15	25*	-12
COc1ccc2cc(C#N)c(SCC(=O)NNC(=O)Cc3ccccc3)nc2c1	-10	23	8	1	0	11	6	3	13
CCOCCc1nnc(NC(=O)c2cccc(F)c2)s1	1	1.1	5	7	1	-4	-1	-3	6
COc1cc(C(C)=O)ccc1OCC(=O)Nc1ccc(C)c(S(=O)(=O)N2CCCCCC2)c1	-39	1.3	18	-23	27	32*	-13	5	-6
O=c1c(NCCc2ccccc2)c(-c2ccccc2)c1=O	-3	-0.1	1	3	4	-3	-2	-1	0
Cc1ccc(OCC(=O)NC2=NCCS2)cc1	-4	1.5	1	3	1	2	2	-2	39
CC1CC(C)CN(S(=O)(=O)c2ccc(C(=O)OCC(=O)NCCN3C(=O)CSC3=O)cc2)C1 (configuration not stated)	-3	-1.0	-12	14	2	-4	7	-1	-10
CCOC(=O)c1cc(S(=O)(=O)NC2CCC(C)CC2)cn1C (configuration not stated)	0	-1.1	-4	1	4	-6	-5	2	-8
COc1cc(NC(=O)c2ccccc2)c(OC)cc1NC(=O)CN1C(=O)N(C)C2(CCCCC2)C1=O	3	-0.5	-6	1	6	0	1	3	0
CC(NC(=O)CCl)c1ccccc1Br (configuration not stated)	-5	-1.1	-5	5	0	7	0	-1	-20
